PostGolgi ctrl: inhibits growth of the yeast control strain; 98,000 compounds, 5% hits; inhibition, % at 10 µM; efflux-deficient yeast background strain, growth absorbance A615, 16 h; in the data active = inhibition above about 30%
HUVEC prolif 384: inhibitors of human endothelial cell proliferation | 86,000 compounds, 1.1% hits | viability, % at 10 µM (by protocol) | HUVEC proliferation, CellTiter-Glo luminescence, 72 h; active compounds read low;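 active = viability at or below 30%; inactive = viability above 30%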;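 note: 100% = median luminescence of DMSO-only cell control wells on each plate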
sEH act: activators of human soluble epoxide hydrolase | P34913 | purified human sEH enzymatic activity, activator screen | activation, % at 2 µM | 91,000 compounds, 0.04% hits | AID 717; in the data active = activation above about 37%; note: values of inactives mirror those of a sister screen read the other way
Target sequence (P34913 whole entry, looked up): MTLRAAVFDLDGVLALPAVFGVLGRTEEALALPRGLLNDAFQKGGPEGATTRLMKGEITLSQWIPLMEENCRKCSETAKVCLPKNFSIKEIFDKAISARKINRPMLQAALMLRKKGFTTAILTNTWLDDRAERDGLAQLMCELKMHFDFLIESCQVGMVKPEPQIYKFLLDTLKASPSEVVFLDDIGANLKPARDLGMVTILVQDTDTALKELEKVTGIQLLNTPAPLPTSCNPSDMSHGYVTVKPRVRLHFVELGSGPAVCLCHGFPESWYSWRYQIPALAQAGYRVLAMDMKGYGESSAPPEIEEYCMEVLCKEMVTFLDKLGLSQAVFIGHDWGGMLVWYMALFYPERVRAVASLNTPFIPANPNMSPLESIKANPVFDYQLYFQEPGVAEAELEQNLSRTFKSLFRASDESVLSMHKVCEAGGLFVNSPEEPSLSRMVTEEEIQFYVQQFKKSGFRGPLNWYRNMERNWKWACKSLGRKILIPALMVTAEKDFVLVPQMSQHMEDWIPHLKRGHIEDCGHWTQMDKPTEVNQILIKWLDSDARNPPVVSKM
H69AR inhibit: blocks growth of human H69AR lung tumor cells; H69AR lung tumor viability, ATP luminescence, 72 h; active compounds read low; viability, % at 10 µM; 85,000 compounds, 6% hits; AID 598;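 active = viability at or below 40%; inactive = viability above 40%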;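 note: multidrug resistant small cell line overexpressing MRP-1 efflux transporter; 100% = mean luminescence of untreated control wells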
S1P2 blocker: blocks the human S1P2 receptor. cell-based S1P2 antagonist assay, inhibition at 5 uM. inhibition, % at 5 µM. 97,000 compounds, 0.21% hits; in the data active = inhibition above about 45%;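 note: CRE beta-lactamase reporter cells expressing human S1P2 stimulated with S1P; 0% = agonist at EC80 alone and 100% = agonist plus reference antagonist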
Target sequence (O95136 whole entry, looked up): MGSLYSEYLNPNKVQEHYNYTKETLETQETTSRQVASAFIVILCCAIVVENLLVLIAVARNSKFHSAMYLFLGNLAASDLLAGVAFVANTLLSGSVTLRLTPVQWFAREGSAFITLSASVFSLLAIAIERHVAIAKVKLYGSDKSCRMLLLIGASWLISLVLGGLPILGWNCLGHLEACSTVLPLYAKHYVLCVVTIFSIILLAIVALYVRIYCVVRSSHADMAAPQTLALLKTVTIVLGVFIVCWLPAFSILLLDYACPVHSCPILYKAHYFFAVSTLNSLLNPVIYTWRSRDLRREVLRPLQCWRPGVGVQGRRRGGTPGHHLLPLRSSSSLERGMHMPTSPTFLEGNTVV
S1P2 ag: agonists of human S1P2 receptor | 97,000 compounds, 0.46% hits | activation, % at 4.5 µM | S1P2-expressing cell line, agonist reporter read-out | O95136; in the data active = activation above about 16%;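 note: 0% = vehicle low control and 100% = maximal reference agonist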
Lung fibro prol: blocks proliferation of human lung fibroblasts | 85,000 compounds, 1.1% hits | viability, % at 10 µM | AID 719 | LL 47 human lung fibroblast viability, ATP luminescence; active compounds read low;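 active = viability at or below 50% in the single dose screen; inactive = viability above 50%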;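 note: compound exposure lasted 72 h before the ATP readout; 100% = median luminescence of untreated cell-only wells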
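Benchmarks: Cell-only wells, no compound | Test system: LL 47 human lung fibroblasts, passage 12 or lower | Input: 1,150 cells/well | Measured by: CellTiter-Glo luminescence measuring cellular ATP | Medium: IMEM, 15% FBS supplement | Schedule: Overnight attachment after seeding, then 72 h compound exposure at 37 °C | Doses: Compound addition at 0.1% DMSO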
PTPN22 act: activators of human LYP (PTPN22) phosphatase | activation, % at 2 µM | AID 697 | recombinant LYP, DiFMUP fluorescence; 0 = plate median, 100 = signal doubled | Q9Y2R2 | 96,000 compounds, 0.11% hits;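 active = activation at 2 µM above a set limit, the mean plus 5 SD, cut at about 37% in these data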
sEH inhibitor: soluble epoxide hydrolase (human) inhibition; P34913; 91,000 compounds, 0.34% hits; inhibition, % at 2 µM; recombinant human sEH enzymatic activity assay; in the data active = inhibition above about 80%; note: values of inactives mirror those of a sister screen read the other way; many of its hits are not listed in these tables
* = called active by the depositor; nt = no result given.

Fields – S1P2 blocker | PTPN22 act | sEH inhibitor | PostGolgi ctrl | sEH act | S1P2 ag | H69AR inhibit | Lung fibro prol | HUVEC prolif 384
CCOC(=O)C(CC)n1cnc2c(nnn2-c2ccc(OC)cc2)c1=O (configuration not stated)
→ 15 | -11 | -9 | 13 | 6 | -7 | 98 | 99 | 98
CC(Oc1ccccc1F)C(=O)NCCN1CCCCC1 (configuration not stated)
→ 1 | 6 | -5 | 17 | 5 | -4 | 97 | 100 | 100
N=c1c2c3c(sc2ncn1CCCN1CCOCC1)CCCCC3
→ 11 | 13 | -8 | -3 | 6 | 0 | 71 | 93 | 100
O=C(Nc1ccc(N2CCN(C(=O)c3ccco3)CC2)cc1)C(c1ccccc1)c1ccccc1
→ -20 | 3 | 18 | 2 | -19 | 0 | 88 | 98 | 98
CCOC(=O)C1Cn2c(nc3c(c2=O)C(C)(C)Cc2ccccc2-3)S1 (configuration not stated)
→ 1 | 7 | 8 | 32* | -7 | -4 | 90 | 95 | 101
CCOc1cc(NC(=O)c2ccco2)c(OCC)cc1NC(=O)c1cc(OC)c(OC)c(OC)c1
→ -29 | -1 | -2 | 8 | 1 | 11 | 65 | 97 | 90
Nc1ccccc1OCCOCCOc1ccccc1N
→ -3 | -5 | -10 | -2 | 10 | -3 | 80 | 98 | 80
CC(/C=N\Nc1nnc2c(n1)[nH]c1c(C)cccc12)=C\c1ccco1
→ -2 | -10 | 9 | 10 | -6 | -8 | nt | nt | nt
COc1ccc(CCNC(=S)Nc2cccc(C)c2C)cc1
→ 4 | 3 | 6 | 28 | -6 | -5 | 95 | 92 | 105
CN(C)CCCN1C(=O)CSC1c1ccccc1 (configuration not stated)
→ -1 | 4 | 1 | 11 | -2 | 0 | 96 | 101 | 105
CCOC(=O)Cc1nnc(NC(=O)c2ccco2)s1
→ 16 | -1 | 7 | 11 | -6 | -3 | 89 | 99 | 94
CCOC(=O)C1=C(C)OC(N)=C(C#N)C1c1ccc(OC)c(C)c1OC (configuration not stated)
→ 11 | 6 | -6 | 12 | 6 | -2 | 96 | 96 | 95
Cc1ccc(C(C(=O)NCc2ccco2)N(C(=O)CNC(=O)c2cccs2)c2ccc(C)cc2C)cc1 (configuration not stated)
→ 25 | -2 | -13 | 5 | 16 | -6 | nt | nt | nt
CC(=O)N(CCC1(C(C)C)CCOC(C)(C)C1)Cc1ccco1 (configuration not stated)
→ -12 | 4 | -2 | 6 | 3 | -1 | 75 | 92 | 106
CCCn1c2c(c(O)c(C(=O)NCc3ccccc3)c1=O)CCCC2
→ 4 | 3 | 8 | 13 | -7 | -2 | 78 | 97 | 126
O=C(CN1CCN(c2ncccn2)CC1)N1CCN(C(c2ccccc2)c2ccccc2)CC1
→ -1 | 6 | -13 | nt | 11 | -5 | 86 | 90 | 104
O=C(c1ccco1)N1CCN(CC(=O)N(C2CCCCC2)C2CCS(=O)(=O)C2)CC1 (configuration not stated)
→ 16 | -2 | -4 | 2 | 4 | -2 | 101 | 102 | 98
COc1ccc(C2(NC(C)=O)CCN(C(=O)c3cccs3)CC2)cc1
→ -19 | -2 | 0 | nt | 4 | -2 | 90 | 98 | 97
Cc1ccc(OCCCC(=O)NC(C)c2ccccc2)cc1 (configuration not stated)
→ -11 | 4 | 11 | 2 | -12 | -3 | 102 | 105 | 93
CCC(C)C(=O)N1CCCC(c2nc(-c3cccs3)no2)C1 (configuration not stated)
→ -8 | 1 | 1 | -5 | 1 | 0 | 90 | 100 | 110
Cc1cnn(-c2cc(Oc3ccccc3)ncn2)c1
→ 25 | 9 | -14 | 1 | 14 | -4 | 103 | 105 | 120
COc1nc(Nc2cccc(C)c2)nc(N2CCCCC2)n1
→ 7 | -3 | 5 | 36* | -5 | -3 | nt | nt | nt
CNC(=O)c1cc(Nc2nnc(C)c3ccccc23)ccc1OC
→ -22 | 8 | 5 | 13 | -4 | -6 | 91 | 101 | 99
CN1CCc2c(sc3c2c(=O)n(-c2ccccc2)c2nncn32)C1
→ 21 | -7 | -4 | 1 | 5 | -6 | 115 | 105 | 101
Cc1cc(C)nc(NC2=NCC(=O)N2c2cc(Cl)cc(Cl)c2)n1
→ -18 | -1 | -6 | 9 | 8 | -2 | 78 | 93 | 85
c1ccc(CC2CCN(c3nc4ccccc4n4nnnc34)CC2)cc1
→ -1 | 10 | 0 | 7 | 6 | -3 | 89 | 94 | 104
CCCC(=O)Nc1cc(-c2nn(C)c(=O)c3ccccc23)ccc1N1CCCCC1
→ -8 | 2 | 10 | nt | -5 | 9 | 77 | 96 | 90
CCN(Cc1cc2ccccc2[nH]c1=O)C(=O)c1cccnc1
→ 27 | -5 | 0 | 1 | 0 | -3 | 96 | 111 | 61
CCCNC(=O)c1ccccc1NS(=O)(=O)c1ccc2c(c1)OCCO2
→ 6 | -2 | -17 | -1 | 14 | -1 | 102 | 97 | 88
CCn1nnnc1SCC(=O)Nc1nc2ccc(OC)cc2s1
→ -13 | 8 | 2 | nt | 4 | -4 | 84 | 96 | 95

3 entries already listed, ordered by the number in sEH inhibitor, low to high.
SMILES | S1P2 blocker | PTPN22 act | sEH inhibitor | PostGolgi ctrl | sEH act | S1P2 ag
Nc1ccccc1OCCOCCOc1ccccc1N | -3 | -5 | -10 | -2 | 10 | -3
CCC(C)C(=O)N1CCCC(c2nc(-c3cccs3)no2)C1 (configuration not stated) | -8 | 1 | 1 | -5 | 1 | 0
O=C(Nc1ccc(N2CCN(C(=O)c3ccco3)CC2)cc1)C(c1ccccc1)c1ccccc1 | -20 | 3 | 18 | 2 | -19 | 0

Three compounds from above, ordered by molecular weight, low to high.
Fields – S1P2 blocker | PTPN22 act | sEH inhibitor | PostGolgi ctrl | sEH act | S1P2 ag | H69AR inhibit | Lung fibro prol | HUVEC prolif 384
Nc1ccccc1OCCOCCOc1ccccc1N
→ -3 | -5 | -10 | -2 | 10 | -3 | 80 | 98 | 80
CCN(Cc1cc2ccccc2[nH]c1=O)C(=O)c1cccnc1
→ 27 | -5 | 0 | 1 | 0 | -3 | 96 | 111 | 61
O=C(CN1CCN(c2ncccn2)CC1)N1CCN(C(c2ccccc2)c2ccccc2)CC1
→ -1 | 6 | -13 | nt | 11 | -5 | 86 | 90 | 104

Complete entries from above:
CC(=O)N(CCC1(C(C)C)CCOC(C)(C)C1)Cc1ccco1 (configuration not stated) is listed with S1P2 blocker: -12; PTPN22 act: 4; sEH inhibitor: -2; PostGolgi ctrl: 6; sEH act: 3; S1P2 ag: -1; H69AR inhibit: 75; Lung fibro prol: 92; HUVEC prolif 384: 106
Cc1cnn(-c2cc(Oc3ccccc3)ncn2)c1 is listed with S1P2 blocker: 25; PTPN22 act: 9; sEH inhibitor: -14; PostGolgi ctrl: 1; sEH act: 14; S1P2 ag: -4; H69AR inhibit: 103; Lung fibro prol: 105; HUVEC prolif 384: 120

Later entries:
Fields – S1P2 blocker | PTPN22 act | sEH inhibitor | PostGolgi ctrl | sEH act | S1P2 ag | H69AR inhibit | Lung fibro prol | HUVEC prolif 384
Cc1c(O)ccc2c3c(c(=O)oc12)CCCC3
→ -14 | 10 | -16 | 6 | 16 | -2 | 83 | 99 | 74
CCn1cc(Br)c(C(=O)NC(C)c2ccccc2)n1 (configuration not stated)
→ -1 | 7 | 6 | 27 | -1 | -2 | 90 | 100 | 96
O=C(O)c1ccnc(C(=O)O)c1
→ -1 | 6 | nt | 22 | nt | -5 | nt | nt | nt
Cc1cccc(NC(=O)C2NC(=O)CC2c2ccccc2)c1C (configuration not stated)
→ 11 | -9 | 4 | 11 | -7 | -2 | 100 | 100 | 122
O=C(O)c1cccc(S(=O)(=O)Nc2ccccc2Cl)c1
→ 5 | 10 | 9 | -12 | -6 | -2 | 93 | 95 | 93
CC(C)NC(=O)Nc1cccs1
→ 7 | -6 | 4 | 9 | -3 | -1 | 75 | 95 | 91
O=C(COc1ccc(S(=O)(=O)N2CCCC2)cc1Cl)NCc1ccc2c(c1)OCO2
→ 8 | 6 | -11 | 5 | 8 | -8 | nt | 96 | 81
Cc1c(C(=O)NCc2ccoc2)oc2ccc3c(c12)C(=O)CC(C)(C)O3
→ nt | nt | nt | 7 | nt | nt | 75 | 64 | 85
CC(=O)Nc1ccc(S(=O)(=O)NCC(=O)OCC(=O)N2CCc3ccccc32)cc1
→ -2 | -3 | -10 | 0 | 13 | 0 | nt | nt | nt
O=C(NNC(=S)Nc1ccc(F)cc1)c1ccccc1OC(F)F
→ -1 | 5 | -8 | 10 | 10 | -4 | nt | nt | nt
O=S(=O)(c1ccc(Cl)cc1)N1CCCC1c1nc(-c2cccc(Cl)c2)no1 (configuration not stated)
→ 2 | 2 | 9 | 33* | -6 | -8 | nt | nt | nt
COc1ccc(OC)c(C(=O)/C=C/c2ccccc2C(F)(F)F)c1
→ 4 | 10 | -5 | 28 | 2 | -2 | nt | nt | nt
COc1ccc(Cn2c(=O)n(Cc3ccco3)c(=N)c3c4c(sc32)COC(C)(C)C4)cc1
→ nt | nt | nt | 15 | nt | nt | 82 | 97 | 100
Cc1c(Cl)cccc1NC(=O)c1nc(C)n(-c2cc(OC(C)C)c(Cl)cc2Cl)n1
→ 7 | -12 | 15 | 30* | -14 | -6 | nt | nt | nt
COc1cc(/C=N/NC(=O)c2cccc([N+](=O)[O-])c2)ccc1OCc1ccc(C)cc1
→ -1 | -7 | 6 | 1 | -6 | -5 | nt | nt | nt
COc1ccc(NC(=O)Nc2ccc(Br)cn2)cc1OC
→ -11 | -2 | 0 | 5 | 0 | -5 | 77 | 93 | 86
c1ccc(Oc2nc3ccccc3n3cccc23)cc1
→ 10 | 2 | -3 | 5 | 6 | -5 | nt | nt | nt
CCOC(=O)CSc1nc(C)c2ccc(C)cc2n1
→ -24 | 4 | -8 | nt | 12 | -6 | 86 | 107 | 100
Cc1ccc(-n2c(=O)cc(N3CCC(C)CC3)[nH]c2=O)cc1
→ 2 | -1 | 18 | -1 | -18 | 1 | nt | nt | nt
CCc1nnc(NC(=O)CSc2nnc3ncccn23)s1
→ 0 | -6 | -7 | 0 | 8 | -1 | 90 | 102 | 92
O=C(O)c1cccc(NS(=O)(=O)c2ccc(Cl)c(C(=O)O)c2)c1
→ 1 | 8 | 16 | 3 | -15 | -5 | 101 | 113 | 108
CN1CCC(=NNC(=O)C(=O)Nc2ccccc2)CC1
→ -13 | 5 | 9 | 6 | -7 | -4 | nt | nt | nt
COc1ccc(S(=O)(=O)Nc2cc(C(=O)NCCC(C)C)ccc2N2CCOCC2)cc1
→ 2 | -3 | nt | -3 | nt | -4 | 77 | 96 | 94
CC(=O)NCCC(=O)Nc1ccc(C)c(F)c1
→ 23 | -6 | 7 | 2 | -7 | -7 | 96 | 101 | 94
Cc1nnc(SCc2cnc(-c3ccc(C(C)C)cc3)s2)n1C
→ -1 | -6 | -8 | 18 | 6 | -5 | 78 | 93 | 101
O=C(/C=C/c1ncc(C(F)(F)F)cc1Cl)OCc1ccccc1
→ -20 | -2 | -9 | 3 | 12 | -5 | nt | nt | nt
O=C1COc2cccnc2N1
→ -11 | 3 | 2 | 38* | -3 | -1 | 89 | 101 | 98
COc1ccc(N2CCN(CC(=O)Nc3c(C)cc(C)cc3C)CC2)cc1
→ 10 | 2 | 2 | 9 | 0 | -2 | 106 | 103 | 102
O=C(O)c1cccc(CSc2ncccn2)c1
→ -4 | -5 | 16 | 12 | -13 | -2 | 89 | 94 | 89
Cc1cc(C)cc(NC(=O)N2CCCC2C(=O)Nc2ccc(-n3cnnn3)c(C)c2)c1 (configuration not stated)
→ 7 | -1 | 19 | 4 | -17 | -5 | 65 | 99 | 117
CC(=O)c1c(OC(=O)c2ccccc2)c2ccccc2n1C
→ 15 | -6 | 6 | 22 | -5 | -5 | nt | nt | nt
CCCc1ccc(OCCNC(=O)CC)cc1
→ -15 | -10 | -4 | 2 | 8 | 1 | 100 | 94 | 88

Screening results: PubChem, several laboratories

The list is partial. The share of hits here may be higher or lower than overall.
